# bIAP act: intestinal alkaline phosphatase (bovine) activation; purified bovine IAP, CDP-star luminescence, 30 min; stronger effect = higher value; fold of DMSO-control signal, blank-subtracted; activation factor at 20 µM; actives 0.17% (n = 200,000); AID 1016;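 active = activation factor of 2 or more at 20 µM, a signal rise over negative controls twice the positive control's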
# bIAP inh: blocks bovine intestinal alkaline phosphatase activity; 190,000 tested, under 10 active; purified bovine IAP, CDP-star luminescence, 30 min; inhibition, % at 20 µM;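 active = over 50% inhibition of intestinal alkaline phosphatase at 20 µM in the single-dose screen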
#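 System: Purified bovine intestinal alkaline phosphatase (IAP) enzyme | Input: IAP diluted 1/65,000,000 in the well | Also added: CDP-star chemiluminescent phosphatase substrate, 30 µM final | Dosing: 20 µM single dose | Times: Enzyme reaction for 30 min at room temperature | Detection: Luminescence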
# Diaphorase inh: counter-screen for diaphorase-based assays: diaphorase inhibitors and chemical oxidizers; diaphorase resazurin-to-resorufin fluorescence, NADH, 16 min; bacterial (C. kluyveri) enzyme, not human; inhibition, % at 20 µM; actives 0.69% (n = 190,000); AID 1217;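 active = primary screen inhibition at 20 µM above a set limit, cut at about 50% in these data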;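 note: plate controls were DMSO with full reaction for no effect and wells lacking NADH for full effect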
#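 Benchmarks: positive control wells lacking NADH, neutral wells with DMSO only. System: bacterial diaphorase enzyme (C. kluyveri). Input: 0.14 U/mL diaphorase, enzyme working solution. Detection: resorufin fluorescence, excitation 544 nm, emission 590 nm. Times: 16-min room-temperature incubation before reading.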
# Diaph act CS: diaphorase activation or chemical reduction counter-screen; Diaphorase/resazurin coupled assay, resorufin fluorescence, 16 min; stronger effect = higher value; 1 = vehicle wells, 0 = NADH-free wells; activation factor at 20 µM; actives 0.005% (n = 190,000);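 active = diaphorase activity raised at least twofold by the compound at 20 µM; inactive = activation factor below 2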
#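 Material: purified diaphorase enzyme from Clostridium kluyveri / Medium: HEPES pH 7.4 buffer with MgCl2 and Tween 20 / Schedule: enzyme reaction of 16 min at room temperature / Measured by: resorufin fluorescence, excitation 544 nm, emission 590 nm / Evaluation: rise in resorufin formation, marking diaphorase activation or chemical reduction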
# L major viab: Leishmania major promastigote growth inhibition; Leishmania major promastigotes, resazurin fluorescence viability; inhibition, % at 10 µM; actives 9% (n = 200,000); AID 1063; in the data active = inhibition above about 50%;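 note: promastigotes grown with compound for 44 hours at 28 °C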
# TNAP inh hiacc: TNAP (human) inhibition, high acceptor; P05186; purified TNAP, CDP-star luminescence, 1 M DEA; inhibition, % at 20 µM; actives 0.03% (n = 200,000); AID 1135;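 active = over 50% inhibition of tissue-nonspecific alkaline phosphatase at 20 µM in the single-dose screen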;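 note: plate controls were DMSO wells for no effect and EDTA-quenched wells as full inhibition for full effect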
# Target sequence (P05186 whole entry, looked up): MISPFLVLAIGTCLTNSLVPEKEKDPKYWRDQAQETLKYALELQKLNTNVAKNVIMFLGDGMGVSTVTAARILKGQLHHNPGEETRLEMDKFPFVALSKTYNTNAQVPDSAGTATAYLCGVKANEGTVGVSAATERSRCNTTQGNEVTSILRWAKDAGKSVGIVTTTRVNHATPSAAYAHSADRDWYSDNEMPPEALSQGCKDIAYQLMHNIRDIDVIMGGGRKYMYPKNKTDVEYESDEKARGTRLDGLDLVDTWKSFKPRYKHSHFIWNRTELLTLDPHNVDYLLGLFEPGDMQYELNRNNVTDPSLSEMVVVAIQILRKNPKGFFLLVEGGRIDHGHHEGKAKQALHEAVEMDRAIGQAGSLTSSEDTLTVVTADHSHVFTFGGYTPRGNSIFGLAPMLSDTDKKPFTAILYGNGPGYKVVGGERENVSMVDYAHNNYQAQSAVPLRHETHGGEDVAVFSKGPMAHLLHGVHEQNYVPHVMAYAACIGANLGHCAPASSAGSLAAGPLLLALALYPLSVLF
# TNAP act hiacc: activators of human TNAP at high phosphate acceptor concentration. P05186. purified TNAP, CDP-star luminescence, 1 M DEA, 30 min; stronger effect = higher value; 0 = EDTA background, 1 = DMSO-only activity. activation factor at 20 µM. 200,000 tested, under 10 active;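 active = activation factor at least 2 at 20 µM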
#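 Control set: EDTA negative control, DMSO positive control / Assay system: human TNAP / Quantity: TNAP 1/800 final / Evaluation: TNAP activation factor scaled between EDTA and DMSO control wells / Measured by: luminescent substrate turnover signal / Compound dosing: one dose, 20 µM / Times: 30 min enzyme reaction at room temperature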
# PMI act: phosphomannose isomerase (human) activation; activation factor at 20 µM; P34949; purified human PMI, coupled resazurin fluorescence, 20 min; stronger effect = higher value; 1 = vehicle control, 0 substrate-free wells; AID 1214; actives 0.005% (n = 190,000);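 active = activation factor of 2 or more at 20 µM, relative to plate controls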
# Target sequence (P34949 whole entry, looked up): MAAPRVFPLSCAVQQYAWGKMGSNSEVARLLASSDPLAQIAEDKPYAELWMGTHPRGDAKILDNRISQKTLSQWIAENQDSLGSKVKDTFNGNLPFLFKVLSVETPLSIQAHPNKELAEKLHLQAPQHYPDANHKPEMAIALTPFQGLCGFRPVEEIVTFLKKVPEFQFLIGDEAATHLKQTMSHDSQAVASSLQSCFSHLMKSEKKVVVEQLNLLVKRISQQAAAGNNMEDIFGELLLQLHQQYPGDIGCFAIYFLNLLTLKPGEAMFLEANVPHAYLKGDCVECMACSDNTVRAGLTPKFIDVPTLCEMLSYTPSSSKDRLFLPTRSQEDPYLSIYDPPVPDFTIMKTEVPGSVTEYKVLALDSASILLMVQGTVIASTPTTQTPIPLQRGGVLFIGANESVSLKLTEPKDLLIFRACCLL
# PMI act hi M6P: PMI (human) activation, high substrate. coupled PMI enzyme assay, resazurin fluorescence, 20 min; stronger effect = higher value; 1 = untreated enzyme, 0 = substrate-free blank. actives 0.34% (n = 190,000). activation factor at 20 µM. P34949. AID 1216;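 active = activation factor of 2 or more at 20 µM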
#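 assay system = human phosphomannose isomerase with PGI, G6PDH, diaphorase coupling enzymes | quantity = 15 ng/mL PMI | incubation = enzyme reaction with compound 20 min at room temperature | medium = HEPES pH 7.4 buffer with MgCl2 and Tween-20 | compound dosing = one concentration, 20 µM, in 1% DMSO | measured by = Diaphorase-driven resazurin-to-resorufin fluorescence, excitation 544, emission 590 nm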
# TNAP inh noacc: TNAP (human) inhibition, acceptor-free conditions; AID 1012; purified TNAP, CDP-star luminescence, 30 min; actives 0.26% (n = 200,000); P05186; inhibition, % at 20 µM;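 active = tissue-nonspecific alkaline phosphatase inhibition above about 50% at 20 µM in the single-dose screen, limit read from the data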;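 note: 0% = DMSO negative control and 100% = EDTA positive control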
# The depositor's hits bear a star.
1	S=C(NCCCn1ccnc1)NC1CCCCC1
2	COc1ccc(-c2onc(C)c2-c2cnn(-c3ccccc3)c2)c(O)c1
3	Cn1c(NC(=O)c2ccc(F)c(F)c2)cc(=O)n(C)c1=O
4	Cc1cc(NC(=O)C2CCCCC2)n(-c2nc3ccccc3[nH]2)n1
5	CC(C(=O)OCC(=O)c1ccccc1)N1C(=O)C2C3CCC(C3)C2C1=O (configuration not stated)
6	CCn1c(SCC(=O)c2c[nH]c3ccccc23)nc2cc(S(=O)(=O)N3CCOCC3)ccc21
7	C=CCNC(=O)c1onc(CSc2cccc(OCC)c2)c1C(=O)O
8	O=C(c1ccc(=O)n(Cc2ccccc2)n1)N1CCN(C/C=C/c2ccccc2)CC1
Assay by compound	1	2	3	4	5	6	7	8
bIAP act	0.9	1.1	0.9	1	0.9	1.1	0.9	1
bIAP inh	8	-5	8	2	10	-6	13	-5
Diaphorase inh	11	20	17	6	0	21	7	16
Diaph act CS	0.9	0.8	0.8	0.9	1	0.8	0.9	0.8
L major viab	-4	-4	-6	14	-3	66*	-12	0
TNAP inh hiacc	-6	-7	-6	-4	-6	-1	-6	-2
TNAP act hiacc	1.1	1.1	1.1	1	1.1	1	1.1	1
PMI act	1.1	0.8	0.9	1	1.1	0.9	1	0.9
PMI act hi M6P	1.1	0.8	0.9	1.1	1.1	0.9	1	1
TNAP inh noacc	8	-5	-8	-3	-11	-11	-14	-5

9	O=C(c1ccccc1F)N1CCN(CC2CC3C=CC2C3)CC1 (configuration not stated)
10	O=C(NCCc1ccccc1)c1nc(-c2cccs2)no1
11	Cc1ccn2cc(-c3cccc(NC(=O)c4ccccc4)c3)nc2c1
12	Cc1ccc2nc(-c3ccc(N4C(=O)CC(N5CCC(C(N)=O)CC5)C4=O)cc3)sc2c1 (configuration not stated)
13	CC(C)C(NS(=O)(=O)c1cccc2nsnc12)C(=O)N1CCc2ccccc2C1 (configuration not stated)
14	CCCCN1C(=O)/C(=C(/C#N)C(N)=O)c2ccccc21
15	O=C(NC1CC1)c1ccc2c3c(cccc13)CC2
16	CCNC(=S)NC1CC2CCC(C1)N2Cc1ccccc1 (configuration not stated)
Assay by compound	9	10	11	12	13	14	15	16
bIAP act	1	1	1.1	0.8	0.9	0.8	1.1	1
bIAP inh	0	-2	-5	20	10	19	-8	-1
Diaphorase inh	12	8	5	14	9	14	13	2
Diaph act CS	0.9	0.9	0.9	0.9	0.9	0.9	0.9	1
L major viab	59*	4	72*	-4	0	-4	18	27
TNAP inh hiacc	-6	-4	-2	2	1	-2	-6	2
TNAP act hiacc	1.1	1	1	1	1	1	1.1	1
PMI act	0.9	0.9	1	0.9	0.9	0.8	1	1
PMI act hi M6P	1	1	1	0.9	0.9	0.6	0.9	1.1
TNAP inh noacc	-15	-4	-11	-6	-4	-12	-7	-1

# Ordered by molecular weight (falling): some entries from above.
12	Cc1ccc2nc(-c3ccc(N4C(=O)CC(N5CCC(C(N)=O)CC5)C4=O)cc3)sc2c1 (configuration not stated)
9	O=C(c1ccccc1F)N1CCN(CC2CC3C=CC2C3)CC1 (configuration not stated)
14	CCCCN1C(=O)/C(=C(/C#N)C(N)=O)c2ccccc21
15	O=C(NC1CC1)c1ccc2c3c(cccc13)CC2
Assay by compound	12	9	14	15
bIAP act	0.8	1	0.8	1.1
bIAP inh	20	0	19	-8
Diaphorase inh	14	12	14	13
Diaph act CS	0.9	0.9	0.9	0.9
L major viab	-4	59*	-4	18
TNAP inh hiacc	2	-6	-2	-6
TNAP act hiacc	1	1.1	1	1.1
PMI act	0.9	0.9	0.8	1
PMI act hi M6P	0.9	1	0.6	0.9
TNAP inh noacc	-6	-15	-12	-7

# 3 of the entries above in order of the bIAP act value, smallest number first:
entry	SMILES	bIAP act
13	CC(C)C(NS(=O)(=O)c1cccc2nsnc12)C(=O)N1CCc2ccccc2C1 (configuration not stated)	0.9
16	CCNC(=S)NC1CC2CCC(C1)N2Cc1ccccc1 (configuration not stated)	1
11	Cc1ccn2cc(-c3cccc(NC(=O)c4ccccc4)c3)nc2c1	1.1

# (listing goes on)
17	CCN1CCCC1CN(Cc1cc2c(C)cc(C)cc2[nH]c1=O)C(=O)NC1CCCCC1 (configuration not stated)
18	O=C(NCCCn1ccnc1)/C(=C/c1cccs1)NC(=O)c1ccco1
19	CCOc1ccc(C(NC(=O)c2ccco2)c2ccc(OC)c(OC)c2)cc1 (configuration not stated)
20	O=C(C1CCCCC1)N1CCc2ccccc21
21	COc1cc(/C=C\C(=O)OCn2nnc3ccccc3c2=O)cc(OC)c1OC
22	CCC(C(=O)N1CCc2cc(OC)c(OC)cc2C1)c1ccccc1 (configuration not stated)
23	Cc1ccc(NC(=O)/C=C/c2ccc3c(c2)OCO3)cc1S(=O)(=O)N1CCOCC1
24	O=C(COc1ccccc1Cl)N1CCN(c2ccc([N+](=O)[O-])c(N3CCCCC3)c2)CC1
Assay by compound	17	18	19	20	21	22	23	24
bIAP act	1.1	1	1	0.8	1	1	0.8	0.8
bIAP inh	-11	1	-1	16	0	0	15	17
Diaphorase inh	26	19	6	13	23	6	24	17
Diaph act CS	0.7	0.8	0.9	0.9	0.8	0.9	0.8	0.8
L major viab	59*	-7	-3	1	6	-4	12	-1
TNAP inh hiacc	-9	-3	1	-2	2	-1	0	0
TNAP act hiacc	1.1	1	1	1	1	1	1	1
PMI act	0.9	0.9	1	1.1	0.9	0.9	0.9	0.8
PMI act hi M6P	0.9	0.9	1	1	1	0.9	0.9	0.8
TNAP inh noacc	-8	-3	-1	-9	0	-9	2	0

25	Cc1cc(NC(=O)CCC(=O)N(c2ccccc2)C(C(=O)NC2CCCC2)c2cccs2)no1 (configuration not stated)
26	CC1=C(C(=O)OCC2CCCO2)C(c2coc3ccccc3c2=O)C2=C(CCCC2=O)N1 (configuration not stated)
27	COc1ccc(OC)c(NC2c3ccccc3C(=O)N2Cc2ccc3c(c2)OCO3)c1 (configuration not stated)
28	CNC(=O)CC(=O)Nc1ccccc1C(=O)O
29	Cc1cc(NC(=O)NC(C(F)(F)F)C(F)(F)F)no1
30	c1coc(-c2nnc(-c3cccs3)o2)c1
31	CCCCN(C)C(=O)c1c[nH]c2ccc(S(=O)(=O)N3CCOCC3)cc2c1=O
32	O=C(Cc1cccc2ccccc12)NN1C(=O)CSC1=S
Assay by compound	25	26	27	28	29	30	31	32
bIAP act	1.2	1	0.9	1	1.1	1	1	1.2
bIAP inh	-16	4	8	3	-11	4	-2	-22
Diaphorase inh	3	17	17	18	18	3	-2	31
Diaph act CS	1	0.8	0.8	0.8	0.8	1	1	0.7
L major viab	8	1	26	-5	-8	-1	19	-9
TNAP inh hiacc	4	-2	-6	-9	-6	-1	0	1
TNAP act hiacc	1	1	1.1	1.1	1.1	1	1	1
PMI act	1	0.9	0.9	1	0.8	0.7	1.1	0.9
PMI act hi M6P	1	0.9	0.9	1	0.8	0.8	1.1	0.6
TNAP inh noacc	0	-19	1	-3	-8	-8	-5	-28

33	COc1ccc(C)cc1NC(=O)COC(=O)Cc1ccc(-c2ccccc2)cc1
34	CCN(CC)S(=O)(=O)c1cccc(C(=O)Nc2cccnc2)c1
35	CC(C)Oc1ccc(/C(O)=C2/C(=O)C(=O)N(CCN(C)C)C2c2ccco2)cc1 (configuration not stated)
36	CCOC(=O)N1CCC(n2c(SCC(=O)Nc3nccs3)nc3ccsc3c2=O)CC1
37	COC(=O)C1CCN(S(=O)(=O)c2ccc(NC(C)=O)cc2)CC1
38	CC(C)CC(NS(=O)(=O)c1ccc2c(c1)oc(=O)n2C)C(=O)NC1CCCc2ccccc21 (configuration not stated)
39	COc1ccc(C(=O)COC(=O)c2ccc3ccccc3n2)cc1
40	CCCC(=O)NC(=S)Nc1sc2c(c1C(N)=O)CCC2
Assay by compound	33	34	35	36	37	38	39	40
bIAP act	1	0.9	1.1	1	0.9	1	0.9	1.3
bIAP inh	5	9	-8	3	11	4	10	-28
Diaphorase inh	6	5	12	7	12	4	43	40
Diaph act CS	0.9	1	0.9	0.9	0.9	1	0.6	0.6
L major viab	-3	-6	89*	24	-4	2	-7	-3
TNAP inh hiacc	-2	-3	0	1	-4	-3	-1	0
TNAP act hiacc	1	1	1	1	1	1	1	1
PMI act	0.9	0.9	0.9	0.9	1	1.1	1.1	0.7
PMI act hi M6P	0.9	0.9	1	0.9	1	1.1	1	0.9
TNAP inh noacc	1	-9	-5	-5	-8	-16	-6	10

# Full records from above. Order of values: bIAP act	bIAP inh	Diaphorase inh	Diaph act CS	L major viab	TNAP inh hiacc	TNAP act hiacc	PMI act	PMI act hi M6P	TNAP inh noacc
# Record of CC(C)CC(NS(=O)(=O)c1ccc2c(c1)oc(=O)n2C)C(=O)NC1CCCc2ccccc21 (configuration not stated) → 1	4	4	1	2	-3	1	1.1	1.1	-16
# Record of COc1ccc(C)cc1NC(=O)COC(=O)Cc1ccc(-c2ccccc2)cc1 → 1	5	6	0.9	-3	-2	1	0.9	0.9	1
